Screening data as filed in PubChem.
RECQ1 helicase: RECQ1 (human) helicase inhibition; 0.54% of 240,000 active; RECQ1 DNA unwinding, red fluorescence kinetic read; Potency, µM (series often up to 57.3 µM), inactives show top-dose activity, negative = inhibition, hits mostly inhibitors;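 also: plate controls were vehicle for no effect and no enzyme for full effect; nearly all actives have a fitted effect of over 30% in size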
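RECQ1T1 50 nM; forked duplex (20 bp + 30-nt ss tails) 200 nM, ATP 2 mM final; pH 8.0, 2 mM MgCl2, 2.5 ug/ml poly(dI-dC); 15 min compound preincubation; discontinuous kinetic read over 2 h at RT.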
L3MBTL1 block: blocks human L3MBTL1; Potency, µM (top dose mostly 57.1 µM), for the others: top-dose activity, negative = inhibition, actives largely listed as inhibitors; AlphaScreen L3MBTL1–H3K9me1 peptide binding; 0.66% of 230,000 active; Q9Y468; also: nearly all actives have a fitted effect of over 60% in size
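Read-out is AlphaScreen signal from streptavidin donor and nickel chelate acceptor beads (10 ug/mL final each) bridging L3MBTL1 (50 nM) and biotinylated K9-monomethylated H3(1-15) peptide (75 nM), after 30 min compound exposure at room temperature.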
aGlu spleen mod: inhibitors or activators of human alpha-glucosidase in spleen homogenate; P10253; human spleen homogenate, 4-MU-alpha-glucoside fluorescence; Potency, µM (series often up to 79.9 µM), without a hit: top-dose activity change, negative = inhibition, hits mostly inhibitors; 0.006% of 240,000 active; AID 2112;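 also: 0% = enzyme with vehicle and -100% = no enzyme basal signal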
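Compounds were titrated against alpha-glucosidase in spleen homogenate at pH 5.0, with 1 mM 4-methylumbelliferyl substrate for 40 min at 37 C. Reactions were quenched with pH 10 NaOH/glycine and fluorescence measured.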
GAA inh: alpha-glucosidase (human) inhibition; P10253; purified human GAA, 4-MU-alpha-glucoside fluorescence; Potency, µM (doses to about 76.9 µM), inactives show at the highest dose activity change, negative = inhibition, actives largely listed as inhibitors; 0.005% of 200,000 active;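 also: plate controls were uninhibited enzyme wells for no effect and no-enzyme background for full effect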
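Read-out is 4-methylumbelliferone fluorescence (Ex 365/Em 440 nm) after NaOH/glycine stop at pH 10. Enzyme 4 nM, substrate 400 uM, pH 5.0 citrate buffer, 20 min room temperature; AC50 from Hill-equation concentration-response.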
RGS12 GoLoco inh: RGS12 GoLoco-Gai1 interaction inhibition | P63096 | Gai1:RGS12 GoLoco peptide FP, rhodamine, 10 min | Potency, µM (highest dose often 61.6 µM), inactives show at the highest dose activity, negative = inhibition, actives largely listed as inhibitors | 0.44% of 230,000 active | AID 880; active = well fitted inhibition curve with a large enough effect, not every such curve was filed as active; inactive = no such curve, though single readings can be large or run the other way; also: nearly all actives have a fitted effect of over 30% in size; many of its hits are not listed in these tables
Target sequence (P63096 whole entry, looked up): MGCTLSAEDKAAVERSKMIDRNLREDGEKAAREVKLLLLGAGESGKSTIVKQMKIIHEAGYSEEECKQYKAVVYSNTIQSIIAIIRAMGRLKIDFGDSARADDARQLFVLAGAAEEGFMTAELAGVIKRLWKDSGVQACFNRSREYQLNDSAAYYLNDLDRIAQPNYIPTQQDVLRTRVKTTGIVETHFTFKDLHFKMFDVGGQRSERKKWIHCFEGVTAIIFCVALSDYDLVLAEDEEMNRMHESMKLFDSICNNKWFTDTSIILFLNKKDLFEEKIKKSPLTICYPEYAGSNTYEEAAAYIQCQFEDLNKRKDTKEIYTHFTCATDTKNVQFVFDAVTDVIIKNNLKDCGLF
TR SRC2 fluor cs: Texas Red fluorescence interference in TRb-SRC2 counter-screen; TRb/SRC2 Texas Red total fluorescence interference; Potency, µM (titrated, usually from 106 µM), for the others: at the highest dose fluorescence change, negative = quenching; 0.29% of 280,000 active; AID 1479; active = well fitted curve in either direction with a large enough effect; inconclusive = small, poorly fitted or top-dose-only effect
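Human TRβ ligand-binding domain (0.6 uM) and Texas Red SRC2 peptide (20 nM) in Tris buffer with 1 uM T3 and 5% DMSO were incubated with pinned compound for 5 hr at ambient temperature. Total fluorescence was computed as S + 2P (555/632 nm).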
TRb SRC2 PPI: TRbeta-SRC2 interaction inhibition. P10828. Potency, µM (titrated, usually from 106 µM), without a hit: at the highest dose activity change, negative = inhibition, usual class: inhibitors. TRbeta-SRC2 peptide binding, fluorescence polarization; receptor liganded with 1 µM T3. AID 1469. 0.065% of 280,000 active;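 also: plate controls were bound peptide for no effect and peptide without receptor for full effect; nearly all actives have a fitted effect of over 50% in size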
Target sequence (P10828 whole entry, looked up): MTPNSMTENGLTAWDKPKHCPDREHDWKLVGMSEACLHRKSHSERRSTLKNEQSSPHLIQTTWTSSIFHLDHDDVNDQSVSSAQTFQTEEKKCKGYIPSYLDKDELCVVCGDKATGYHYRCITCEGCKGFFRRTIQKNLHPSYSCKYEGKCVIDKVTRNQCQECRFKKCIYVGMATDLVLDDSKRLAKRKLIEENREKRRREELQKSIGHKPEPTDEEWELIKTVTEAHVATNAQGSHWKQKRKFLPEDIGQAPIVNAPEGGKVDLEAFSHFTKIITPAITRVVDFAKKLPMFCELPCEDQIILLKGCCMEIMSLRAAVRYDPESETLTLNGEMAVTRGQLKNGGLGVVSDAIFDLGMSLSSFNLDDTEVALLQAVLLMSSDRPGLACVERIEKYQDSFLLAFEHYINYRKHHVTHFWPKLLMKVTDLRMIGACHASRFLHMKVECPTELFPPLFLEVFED
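A fluorescence polarization screen tested compounds at multiple concentrations against complex formation between 0.6 uM TRb ligand-binding domain and 20 nM Texas Red SRC2 peptide, with 1 uM T3 present; readout after 5 hr.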
GAA glycogen mod: GAA glycogen-cleavage inhibition or activation; P10253; recombinant GAA, glycogen substrate, Amplex Red glucose oxidase fluorescence; Potency, µM (doses to about 76.4 µM), for inactives: at the highest dose activity change, negative = inhibition, usual class: inhibitors; 0.38% of 300,000 active; AID 2100;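 also: 0% = full enzyme reaction and -100% = no-enzyme basal signal; the screen sought inhibitors and activators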
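Recombinant human enzyme (4 nM); glycogen substrate; 37 C, 40 min, pH 5.0. Readout: coupled glucose oxidase/Amplex Red fluorescence.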
Starred values were filed as active, the others as inactive; i = inactive; ? = inconclusive; · = no result given; & = joins results of further samples; [ ] = dose if it differs, or a comment. Unless noted, calls follow the shape of the dose curve; as a rule, active = well fitted curve in the direction sought with a large enough effect; inconclusive = small, poorly fitted or top-dose-only effect, or another doubt; inactive = no such curve, though single readings can be large; an effect the other way counts as inactive or inconclusive. Unless noted, % is scaled to controls: 0 for no effect and ±100 for the full control effect; potency is read from the fitted curve at half-maximal effect.

Values in the order: RECQ1 helicase | L3MBTL1 block | aGlu spleen mod | GAA inh | RGS12 GoLoco inh | TR SRC2 fluor cs | TRb SRC2 PPI | GAA glycogen mod
> COc1ccc(C(CNC(=O)c2cc(=O)[nH]c3ccccc23)N2CCCC2)cc1 (stereo unspecified)
 : -3.5% | -8.4% | 1.1% | -1.2% | 7.1% | -0.8% | 5.9% | 7.2%
> NC(=O)c1ccccc1NC(=O)CS(=O)(=O)Cc1ccccc1
 : -8.5% | 17.7% | 5.1% | -13.7% | 11.1% | -3.5% | -1.9% | 16.4%
> Cc1nn(C)c(C(=O)NNC(=S)NC2CCCCC2)c1Br
 : -0.1% | 9.3% | -5.0% | -5.7% | 10.5% | -5.0% | -1.1% | ?
> Cc1ccc(OCCC(=O)Nc2ccc(F)c(F)c2)cc1
 : -1.1% | 3.1% | -10.1% | -3.5% | 13.7% | 1.0% | -3.1% | -3.7%
> CCCCCCOc1ccc(/C(N)=N/O)cc1
 : i | -3.9% | 7.2% | 9.0% | 8.4% | 0.5% | -5.3% | ?
> CCOC(=O)c1sc(NC(=O)c2ccccc2)cc1C
 : -3.8% | · | -2.2% | -11.4% | 0.4% | -2.0% | -4.5% | 3.6%
> COCCNC(=O)CSc1nc2ccccc2c(=O)n1CCC(=O)NCCc1ccc(OC)c(OC)c1
 : -3.4% | · | 7.1% | 6.4% | -4.9% | -2.4% | 0.6% | 7.2%
> CCC1(C)NC(=O)N(CC(=O)Nc2sc3c(c2C(=O)OC)CCCCC3)C1=O (stereo unspecified)
 : -0.3% | 0.6% | -2.9% | -1.2% | 0.7% | -0.4% | 1.3% | 7.7%
> COc1ccc(CN2CCN(Cc3cccc4nonc34)CC2CCO)c(C)c1C (stereo unspecified)
 : -11.5% | -11.2% | -15.6% | -10.6% | 6.6% | 0.7% | 1.2% | -12.0%
> Cn1c(=O)c(=O)n(C)c2cc(S(=O)(=O)N3CCOCC3)ccc21
 : 3.4% | -5.5% | -0.4% | ? | -1.4% | -1.1% | -7.1% | 2.3%
> CCOC(=O)c1cnc(SCC)[nH]c1=O
 : -10.5%&-0.5% | 3.3% | -3.4%&-3.8% | -1.7% | 6.0%&4.0% | 1.9%&-2.1% | -1.9%&7.5% | -8.3%&-1.8%
> COc1ccc(Cl)cc1C(=O)NNC(=O)CSc1nnc2ccccn12
 : i | 6.8% | -7.5% | -6.7% | 10.5% | -0.5% | -1.1% | 3.4%
> CCOC(=O)c1c(C)n(C)c2c(C)cc(O)c(OC(C)=O)c12
 : i | · | -4.0% | 1.7% | 5.4% | -0.9% | -4.1% | -20.6%
> COc1cccc(CNc2nc3nc(C)cc(=O)n3[nH]2)c1
 : i | -1.3% | -3.4% | -11.9% | 3.3% | -3.3% | -5.4% | 9.8%
> CCOC(=O)c1sc(NC(=O)C(CC)Sc2nnc3c4ccccc4n(C(C)C)c3n2)nc1C (stereo unspecified)
 : -7.3% | · | 4.9% | -7.7% | -10.2% | 2.1% | -3.0% | ?
> C=CCNC(=S)NN=C1CCCCCCC1
 : 17.8% | 26.2% | -7.4% | 10.1% | -0.8% | -7.9% | -3.2% | 35.5µM*
> COc1ccc(NS(=O)(=O)c2ccc3nc(COc4ccc5ccccc5c4)[nH]c3c2)cc1
 : -8.1% | 1.7% | 4.3% | 8.1% | · | -7.0% | -3.7% | -7.4%
> S=c1[nH]cnc2sc(Nc3ccccc3)nc12
 : -4.1% | -28.8% | 7.6% | -1.5% | 2.3% | -2.5% | -7.7% | 2.1%
> O=C(COC(=O)CCSc1ccc(Cl)cc1)NCc1ccco1
 : i | 34.0%[activator][11.4 µM] | -4.6% | 6.7% | 0.3% | -6.4% | -5.1% | -9.9%
> COc1cccc(NC(=O)CSc2nc3ccsc3c(=O)n2-c2ccc(C(=O)O)cc2)c1
 : -0.6% | · | 18.7% | 13.3% | 0.9% | 0.1% | 1.8% | 2.3%
> Cc1ccc(-n2c(SCC(=O)Nc3ccc(N4CCOCC4)cc3)nc3ccccc3c2=O)cc1
 : -4.6% | -1.5% | -2.6% | -1.2% | -2.8% | -10.0% | -1.2% | 13.8%
> CC(C)Cn1c(N)c(C(=O)CSc2ccc3c(c2)OCCO3)c(=O)n(C)c1=O
 : i | -2.1% | 6.1% | -2.8% | 1.3% | -3.4% | -0.1% | 8.8%
> COc1cc(OC)c2c(-c3ccccc3)cc(=O)oc2c1C(CCN1CCCCC1)c1ccc2c(c1)OCO2 (stereo unspecified)
 : -4.5% | · | -1.8%&-3.4% | · | 5.0% | -2.1%&-1.8% | -8.0%&0.7% | 6.0%
> CC(C)OC(=O)/C(=C/c1ccco1)c1ccccc1
 : i | 10.3% | -5.0% | · | 2.1% | -4.7% | -1.0% | -0.2%
> COc1ccccc1-c1nnc(SCC(=O)O)n1-c1ccc(C)cc1
 : -3.7% | 11.1% | -0.8% | 7.4% | 19.4% | -4.4% | -2.0% | -9.1%
> O=C(Nc1ccc(N2CCN(C(=O)c3cccs3)CC2)c(Cl)c1)c1ccco1
 : -8.7% | · | 3.7% | ? | 1.2% | -4.2% | 5.5% | 1.0%
> c1cc2c(nn1)CCc1nonc1-2
 : 3.8% | -3.2% | -1.2% | -2.6% | 5.5% | 2.2% | 3.6% | 5.5%
> COc1ccccc1CN1CCN(C(=O)c2ccncc2)CC1
 : -10.6% | · | 0.8% | -0.5% | -17.7% | 0.8% | -4.2% | 4.1%
> CCCCC(=O)N=c1sc2cc(S(C)(=O)=O)ccc2n1C
 : i | 10.9% | -5.6% | -3.8% | 4.6% | -1.7% | -2.9% | -15.6%
> CCOc1ccccc1NC(=O)Cc1coc2ccc(C)cc12
 : -11.5% | 15.2% | -5.1% | 12.1% | -5.6% | -7.0% | -2.4% | 8.8%

Fetched by compound from above, 3 records:
Values in the order: RECQ1 helicase | L3MBTL1 block | aGlu spleen mod | GAA inh | RGS12 GoLoco inh | TR SRC2 fluor cs | TRb SRC2 PPI | GAA glycogen mod
> COc1ccccc1CN1CCN(C(=O)c2ccncc2)CC1
 : -10.6% | · | 0.8% | -0.5% | -17.7% | 0.8% | -4.2% | 4.1%
> CC(C)Cn1c(N)c(C(=O)CSc2ccc3c(c2)OCCO3)c(=O)n(C)c1=O
 : i | -2.1% | 6.1% | -2.8% | 1.3% | -3.4% | -0.1% | 8.8%
> CCCCC(=O)N=c1sc2cc(S(C)(=O)=O)ccc2n1C
 : i | 10.9% | -5.6% | -3.8% | 4.6% | -1.7% | -2.9% | -15.6%

Additional compounds.
Values in the order: RECQ1 helicase | L3MBTL1 block | aGlu spleen mod | GAA inh | RGS12 GoLoco inh | TR SRC2 fluor cs | TRb SRC2 PPI | GAA glycogen mod
> COc1ccc(N(C)C(=O)c2onc3c2CCCC3)cc1
 : -0.3% | 6.0% | -6.2% | -2.2% | -5.3% | -1.3% | -0.2% | 5.6%
> Cc1cc(Cl)c(OCCCSc2nc(C)cc(=O)[nH]2)c(Br)c1
 : -13.0% | · | -6.0% | -3.8% | -12.8% | 0.4% | -3.0% | 8.5%
> N/C(=N\OC(=O)c1cccc(F)c1)c1ccccc1
 : 1.2% | 23.2% | -6.2% | -7.3% | -1.1% | 1.2% | 9.8% | 3.6%
> O=C(NNC(=O)c1ccc([N+](=O)[O-])cc1)c1ccncc1
 : 5.8% | 0.3% | -12.7% | 1.8% | 2.0% | 1.3% | 1.8% | -4.0%
> Cc1cc([N+](=O)[O-])c(C)cc1-c1ccc(/C=N/NC(=O)c2cccnc2)o1
 : 20.6% | -7.4% | 5.0% | -2.1% | -2.4% | 3.5% | 4.6% | ?
> CCOc1ccc(CCN2CN(C3CCCCC3)CNC2=S)cc1OCC
 : -1.8% | -21.6% | -0.8% | · | 3.1% | 3.1% | 0.4% | 4.4%
> Fc1ccc(OCc2nnc(SCCN3CCOCC3)o2)cc1
 : 2.6% | -3.2% | -6.6% | 0.2% | -2.2% | -5.5% | -6.1% | -1.3%
> S=C(NCCC1=CCCCC1)NCc1ccco1
 : i | -2.6%[11.4 µM] | -3.0% | 6.2% | 17.4% | 0.3% | -5.3% | 0.1%
> CC1=C(C(=O)Nc2ccc(Cl)cc2)C(c2ccncc2)C(C#N)=C(SCC(N)=O)N1 (stereo unspecified)
 : i | · | -2.2% | -9.7% | 6.4% | -2.3% | -2.1% | 8.1%
> COc1ccccc1/C=C/C=C1\Oc2c(ccc(O)c2CN(C)C)C1=O
 : -12.3% | -4.5% | -5.4% | · | 18.8% | -11.8% | 10.9% | 1.9%
> C/C(=C\C(=O)c1ccccc1)Nc1cccc(O)c1
 : -3.5% | -0.7% | 4.5% | 5.6% | 0.5% | -3.0% | -11.0% | -21.9%
> Cc1c(NC(=O)C(C)OC(=O)[C@@H](NC(=O)c2ccccc2)C(C)C)c(=O)n(-c2ccccc2)n1C (stereo partly specified)
 : -12.9% | 3.3% | -4.8% | 4.1% | -0.9% | 0.0% | 0.9% | 5.9%
> CCc1c(C)[nH]n(-c2ccc(Oc3ccccc3)c(S(=O)(=O)O)c2)c1=O
 : -23.5% | ? | 1.5% | -1.5% | 4.8% | -2.9% | -1.6% | -20.5%
> Nc1cc(-c2ccc(Cl)cc2)nn1S(=O)(=O)c1ccc(Cl)cc1
 : -3.3% | · | 0.0% | -0.9% | 3.2% | -3.8% | 0.6% | -5.4%
> Cc1ccc(NC2=CC(=O)CC(C)(C)C2)c(N)c1
 : i | 27.2% | -6.6% | -8.5% | -6.7% | -10.6% | -2.0% | 8.6%
> CC1(C)CC2(CC(c3cccs3)c3cc(Cl)c(O)cc3O2)NC(=S)N1 (stereo unspecified)
 : -0.1% | -14.4% | -19.5% | 4.6% | 3.1% | -0.2% | -1.6% | -3.3%
> CCC(C)NCC(O)(c1ccc(Cl)cc1)c1ccc(Cl)cc1 (stereo unspecified)
 : -19.8% | 27.3% | 0.8% | -1.4% | 2.5% | -1.6% | 1.3% | 6.1%
> O=C(c1cnsn1)N1CCN(c2ccccn2)CC1
 : i | · | 0.7% | 12.8% | 3.6% | 3.4% | 3.6% | 3.6%
> CC(=O)Nc1ccc(NC(=O)CN(C)CCC#N)cc1
 : -5.2% | -8.6% | 4.6% | 0.4% | 10.7% | -3.0% | -0.6% | 0.4%
> COc1cc(C(=O)NCC(=O)N/N=C/c2cccs2)cc(OC)c1OC
 : -11.0% | -6.6% | 0.4% | -6.5% | 6.5% | -2.3% | 0.9% | 15.6%

An excerpt. The share of hits here may be higher or lower than overall.
